Screening results: PubChem BioAssay, National Center for Advancing Translational Sciences (NCATS)
TDP43 rescue = rescues yeast growth from TDP-43 toxicity; TDP-43 expressing yeast growth rescue, BacTiter-Glo, 24 h; Potency, µM (series often up to 46.1 µM), inactives show at the top dose growth rescue (activation), actives largely listed as activators; 410,000 compounds, 1.8% hits; AID 652104; also: % of control where 0% means no effect; nearly all actives have a fitted effect of over 50% in size
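Yeast cells expressing TDP-43 under galactose induction are exposed to compounds for 24 hr at 30 deg C. BacTiter-Glo luminescence measures growth, so protective compounds score as activators.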
EPAC2 antag = EPAC2 (human) antagonism. Q8WZA2. EPAC2 GEF exchange of Rap1B-BODIPY-GDP, fluorescence. Potency, µM (series often up to 114 µM), for the others: at the highest dose activity, negative = inhibition, hits mostly inhibitors. 360,000 compounds, 0.18% hits. AID 720708; also: % is scaled to controls: 0 for no effect and ±100 for the full control effect; nearly all actives have a fitted effect of over 45% in size; many of its hits are not listed in these tables
Target sequence (Q8WZA2 whole entry, looked up): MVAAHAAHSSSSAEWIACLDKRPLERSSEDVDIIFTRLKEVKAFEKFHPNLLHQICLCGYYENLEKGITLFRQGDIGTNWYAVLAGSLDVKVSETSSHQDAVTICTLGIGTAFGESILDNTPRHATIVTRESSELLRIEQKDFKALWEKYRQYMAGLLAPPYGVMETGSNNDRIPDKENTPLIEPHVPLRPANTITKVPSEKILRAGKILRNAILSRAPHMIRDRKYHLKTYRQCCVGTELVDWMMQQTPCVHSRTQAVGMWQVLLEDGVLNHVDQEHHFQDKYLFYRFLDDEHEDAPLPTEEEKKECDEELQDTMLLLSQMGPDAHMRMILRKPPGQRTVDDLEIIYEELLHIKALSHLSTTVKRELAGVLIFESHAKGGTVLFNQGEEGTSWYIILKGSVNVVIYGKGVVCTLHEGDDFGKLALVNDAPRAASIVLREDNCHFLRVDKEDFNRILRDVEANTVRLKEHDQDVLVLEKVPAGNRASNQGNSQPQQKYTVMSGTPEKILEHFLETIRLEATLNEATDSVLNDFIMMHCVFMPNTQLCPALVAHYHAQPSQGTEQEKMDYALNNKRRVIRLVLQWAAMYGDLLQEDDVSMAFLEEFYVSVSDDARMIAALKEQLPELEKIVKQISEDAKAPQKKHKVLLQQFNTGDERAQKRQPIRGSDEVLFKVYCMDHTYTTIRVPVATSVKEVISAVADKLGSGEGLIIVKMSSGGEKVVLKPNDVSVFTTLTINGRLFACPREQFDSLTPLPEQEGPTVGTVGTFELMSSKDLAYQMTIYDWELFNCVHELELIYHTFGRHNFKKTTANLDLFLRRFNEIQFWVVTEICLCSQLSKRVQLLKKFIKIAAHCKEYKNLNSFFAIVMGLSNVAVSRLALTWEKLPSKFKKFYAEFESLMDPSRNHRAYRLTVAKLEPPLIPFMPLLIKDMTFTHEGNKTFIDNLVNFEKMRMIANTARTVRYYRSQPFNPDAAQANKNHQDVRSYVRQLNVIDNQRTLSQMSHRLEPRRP
EPAC1 antag = EPAC1 (human) antagonism; Potency, µM (top dose mostly 115 µM), inactives show at the highest dose activity change, negative = inhibition, usual class: inhibitors; EPAC1 GEF assay, Rap1b-BODIPY-GDP exchange fluorescence; O95398; 360,000 compounds, 0.14% hits;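 also: plate controls were vehicle for no effect and positive control for full effect; nearly all actives have a fitted effect of over 50% in size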
EPAC2 ag = EPAC2 (human) agonism | 360,000 compounds, 0.079% hits | Potency, µM (titrated, usually from 154 µM), inactives show at the top dose activation, most hits filed as activators | EPAC2 activation, biochemical qHTS; response scale: 100% = 6.5 mM cAMP response | Q8WZA2; also: nearly all actives have a fitted effect of over 50% in size
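Readout is BODIPY fluorescence (480 nm excitation, 540 nm emission), which falls as labeled GDP is exchanged off Rap1B. EPAC2 at 100 nM acted on 250 nM RAP1B-BODIPY-GDP with 50 uM GDP present.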
aSyn rescue = alpha-synuclein toxicity inhibition in yeast; Yeast expressing alpha-synuclein, growth rescue, BacTiter-Glo, 24 h; 370,000 compounds, 0.14% hits; Potency, µM (doses to about 46.1 µM), for the others: top-dose growth rescue (activation), most hits filed as activators; AID 652106; also: % of control where 0% means no effect; nearly all actives have a fitted effect of over 65% in size
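Rescue of yeast growth: cells expressing toxic alpha-synuclein, induced in galactose at OD600 0.02, incubated with compound 24 h at 30 C. ATP luminescence quantified growth; inhibitors of toxicity appear as activators.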
FUS suppressor = rescues growth of FUS-expressing yeast | Potency, µM (titrated, usually from 76.6 µM), for the others: at the top dose growth rescue (activation), actives largely listed as activators | S. cerevisiae FUS-expressing, growth rescue, OD600, 24 h | 390,000 compounds, 0.24% hits;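 also: plate controls were DMSO vehicle for no effect and reference control for full effect; nearly all actives have a fitted effect of over 55% in size; some results filed as inactive show a strong effect at the top dose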
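FUS-expressing yeast, raffinose-pregrown, induced in 2% galactose minimal medium at OD 0.005; compounds in a dilution series, 24hr at 30C. Growth restoration read as absorbance at 600 nm. CP55940 positive control, DMSO negative.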
EPAC1 ag = activates human EPAC1 exchange factor; O95398; EPAC1 agonist qHTS, biochemical assay; response scale: 100% = response to 6.5 mM cAMP; Potency, µM (doses to about 154 µM), inactives show at the top dose activation, usual class: activators; 360,000 compounds, 0.073% hits; also: nearly all actives have a fitted effect of over 60% in size
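EPAC1 100 nM, Rap1B–BODIPY-GDP 250 nM, unlabeled GDP 50 uM; compound titration; 5 min RT; kinetic read ex480/em540 at 5-min intervals ×30 min; data normalized to 6.5 mM cAMP agonist control.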
PTHR1 agonist = activates the human parathyroid hormone receptor PTHR1 | HEK293 GP2 PTHR1 cells, GloSensor cAMP luminescence, 1 h | Q03431 | Potency, µM (titrated, usually from 115 µM), inactives show at the top dose activation, actives largely listed as activators | 410,000 compounds, 0.075% hits; also: nearly all actives have a fitted effect of over 55% in size; some results filed as inactive show a strong effect at the top dose; inactives centre near -15; many of its hits are not listed in these tables
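HEK-293-derived GP2 cells expressing PTHR1 and a GloSensor cAMP reporter, 3,000/well, plated overnight, given luciferin plus IBMX (each 0.5 mM as added) for 1 h at 37 °C, then compound for 1 h at 37 °C. Luminescence was read after 15 min at room temperature.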
* = called active by the depositor; i = inactive; ? = inconclusive; . = not tested or not shown; & = joins results of further samples; [ ] = dose if it differs, or a comment. Calls follow the shape of the dose curve; as a rule, active = well fitted curve in the direction sought with a large enough effect; inconclusive = small, poorly fitted or top-dose-only effect, or another doubt; inactive = no such curve, though single readings can be large; an effect the other way counts as inactive or inconclusive. Potency is read from the fitted curve at half-maximal effect.

item	structure	TDP43 rescue	EPAC2 antag	EPAC1 antag	EPAC2 ag	aSyn rescue	FUS suppressor	EPAC1 ag	PTHR1 agonist
1	COc1ccc2nc(SCC(=O)N3CCCCCC3)c(C#N)cc2c1	8.4%	0.7%	0.0%	11.9%	1.9%	22.2%	0.0%	-3.8%[57.5 µM]
2	c1ccc(Oc2cnc3ccccc3n2)cc1	?	0.6%[57.1 µM]	13.6%	1.5%	-1.3%	31.0%	2.4%	i
3	COc1ccc(NC(=O)c2cc(-c3cccnc3)nc3ccc(C)cc23)cc1OC	-9.8%	-8.8%	3.3%	-10.2%	5.1%	20.9%	-5.1%	-16.6%
4	Cc1ccc(S(=O)(=O)NCCC(=O)NCc2cccnc2)cc1	17.1%	3.5%	13.2%	2.9%	1.5%	9.3%	-0.4%	i
5	COc1cccc(OCC(=O)Nc2cc(NC(=O)COc3cccc(OC)c3)cc(C(=O)O)c2)c1	-8.1%	-9.5%	-3.4%	2.9%	1.4%	-10.9%	9.3%	-17.7%
6	CCCCCCCCNc1nc(Cl)nc(NCCN2CCOCC2)n1	16.8%	14.1%	0.1%	-4.4%	-2.8%	-43.3%	-2.6%	-18.8%
7	O=C(NCc1ccncc1)c1ccc(Br)o1	-1.4%	-2.8%	0.5%	5.3%	-5.7%	23.7%	7.4%	i
8	C=CCNC(=S)Nc1ccc(C(N)=O)cc1	-20.7%[9.22 µM]	13.5%	17.5%	6.8%	0.1%	6.1%	-1.5%	i
9	Cc1ccccc1OCC(=O)Nc1nnc(S(=O)(=O)N2CCCC2)s1	13.8%&21.1%	2.4%	-4.3%	5.5%	3.8%	1.8%&-1.1%	-6.8%	-27.2%
10	Cc1nnc(SCC(=O)N2CCc3ccccc3C2)s1	15.1%	5.9%	-1.8%	6.8%	2.0%	-0.4%	1.4%	i
11	Cc1nc(NC(=O)c2cccs2)ccc1Br	-10.3%	-25.1%	-9.2%	-1.1%	-1.9%	10.2%	-2.3%	-70.6%[inhibitor]
12	NC(=O)C1CCN(CC(O)COCc2ccccc2Cl)CC1 (stereo not drawn)	-21.9%	1.0%	?	0.3%	0.5%	-1.8%	7.6%	10.3%
13	COc1ccccc1C(=O)Nc1cccc(S(=O)(=O)N2CCCC2)c1	-1.9%	-3.3%	-27.4%	9.1%	-8.9%	?	3.3%	i
14	CC1CCC(NC(=O)CC(C)(C)Cc2nc3ccccc3c(=O)[nH]2)CC1 (stereo not drawn)	-15.4%	1.5%	9.1%	4.2%	8.9%	23.1%	-2.8%	-37.0%[inhibitor]
15	Cc1ccc(-c2ccc(/C=C(\C#N)C(N)=S)o2)c([N+](=O)[O-])c1	22.4µM*	-4.1%	6.6%	-1.2%	14.5%	25.8%	-0.9%	-34.1%[inhibitor]
16	CCc1ccc(OCCCC(=O)NCc2ccco2)cc1	7.3%	-1.9%[57.1 µM]	-16.1%	-1.6%	7.7%	-4.3%	-8.7%	-4.4%
17	CCc1cc(C(=O)NNC(=S)Nc2cccc(C)c2)cs1	?	-0.4%	9.0%	-13.7%	-3.9%	19.1%	-5.7%	i
18	Cc1cc(C)c2sc(N(CCCN(C)C)C(=O)COc3ccc(Cl)cc3)nc2c1	-1.6%	-13.8%	-7.3%	-0.1%	1.5%	30.9%	3.2%	-36.0%[inhibitor]
19	COc1ccc(CCNC(=O)C(=O)NCC2OCCN2S(=O)(=O)c2ccc(OC)c(C)c2)cc1 (stereo not drawn)	2.6%	-12.8%	6.3%	11.7%	14.3%	35.9%	11.7%	-32.3%[inhibitor]
20	COc1ccc(C(=O)N/C=C/n2cnc3cc(C(F)(F)F)ccc32)cc1	10.3%	-4.5%	-11.1%	0.8%	0.6%	2.8%	2.1%	i
21	CC(C)Oc1ccc(F)cc1-c1cc(C(=O)NCc2cc(C(F)(F)F)cc(C(F)(F)F)c2)[nH]n1	7.1%	12.8%	-20.7%	-7.7%	-2.7%	-3.4%	-22.4%	-55.8%[inhibitor]
22	COC(=O)c1c(NC(=O)CN2C(=O)NC3(CCC(C)CC3)C2=O)sc2c1CCC2 (stereo not drawn)	23.2%	3.7%	-9.4%	0.6%	0.7%	-6.7%	4.5%	-13.2%
23	O=C(Cc1ccc(Br)cc1)N/N=C/c1ccc(-c2cccc(C(=O)O)c2)o1	10.3%	-18.5%	2.6%	1.3%	-3.2%	32.5%	8.1%	-14.5%
24	O=C(CCN1C(=O)S/C(=C\c2ccccc2)C1=O)NCCCn1ccnc1	-2.7%	-5.9%	7.7%	6.8%	-0.3%	18.6%	17.0%	i
25	O=C(CSCc1ccc(Cl)cc1)Nc1ccccc1C(=O)N1CCOCC1	2.8%	-2.8%	1.8%	4.1%	2.5%	-8.7%	8.3%	-17.4%[57.5 µM]

Part of the list above in order of formula weight, high to low.
item	structure	TDP43 rescue	EPAC2 antag	EPAC1 antag	EPAC2 ag	aSyn rescue	FUS suppressor	EPAC1 ag	PTHR1 agonist
9	Cc1ccccc1OCC(=O)Nc1nnc(S(=O)(=O)N2CCCC2)s1	13.8%&21.1%	2.4%	-4.3%	5.5%	3.8%	1.8%&-1.1%	-6.8%	-27.2%
6	CCCCCCCCNc1nc(Cl)nc(NCCN2CCOCC2)n1	16.8%	14.1%	0.1%	-4.4%	-2.8%	-43.3%	-2.6%	-18.8%
10	Cc1nnc(SCC(=O)N2CCc3ccccc3C2)s1	15.1%	5.9%	-1.8%	6.8%	2.0%	-0.4%	1.4%	i

(more compounds)
item	structure	TDP43 rescue	EPAC2 antag	EPAC1 antag	EPAC2 ag	aSyn rescue	FUS suppressor	EPAC1 ag	PTHR1 agonist
26	COc1ccc([C@H]2[C@H](C(=O)OC(C)(C)C)N3N=Cc4ccccc4C3C23C(=O)c2ccccc2C3=O)c(OC)c1 (stereo partly drawn)	-21.4%	-10.7%	23.9%	-0.1%	-10.2%	?	-2.9%	i
27	O=C(Nc1nc(-c2cc(Cl)sc2Cl)cs1)c1cccs1	-6.9%	2.5%	12.4%	11.0%	-30.7%[inhibitor]	2.4%	17.8%	i
28	Cc1ccc(-n2c(=O)c3sccc3n(CC(=O)NC3CCCC3)c2=O)cc1	-42.0%[inhibitor]	10.5%	-5.3%	17.8%	0.0%	37.7%	7.2%	i
29	Cc1ccc(SCC(=O)OCC(=O)NCCc2ccccc2)cc1	6.4%	-9.9%	-31.6%	12.4%	1.9%	-12.9%	1.4%	-16.2%
30	CCCCS(=O)(=O)N1CCCC(C(=O)Oc2ccccc2)C1 (stereo not drawn)	9.4%	2.2%	-5.0%	7.0%	-1.2%	-5.5%	-0.8%	i
31	O=C(NC1C/C(=N/O)c2cc3c(cc21)OCO3)C(F)(F)F (stereo not drawn)	-7.8%	-2.6%	-21.6%	0.2%	4.1%	2.2%	1.3%	i
32	CCOc1ccc(C(CC(=O)O)NC(=O)C(Sc2ccccc2)c2ccccc2)cc1 (stereo not drawn)	-36.8%	1.7%	8.2%	15.3%	-0.5%	32.5%	13.6%	-8.1%
33	COc1ccc(NC(=O)Nc2ccc(C(C)C)cc2)cc1	-1.0%	-4.7%	-3.0%	2.0%	0.4%	23.2%	-4.9%	-4.7%
34	C=CCC[C@H](Cc1ccc(F)cc1)C(=O)OC[C@H](Cc1c[nH]c2ccccc12)NC(=O)[C@@H](CC=C)CC(=O)N[C@H](CO)Cc1ccccc1	-4.9%	-16.9%	8.5%	-13.9%	1.8%	?	-11.9%	i
35	COc1ccc(S(=O)(=O)N2CCN(c3ccccc3)CC2)cc1C(=O)N1CCCC1	5.8%	-1.4%	2.7%	8.1%	-0.4%	.	5.4%	-37.4%[inhibitor]
36	CC1CN(c2oc(-c3ccco3)nc2S(=O)(=O)c2ccccc2)CC(C)O1 (stereo not drawn)	19.5%	4.2%	9.9%	9.3%	-0.1%	-17.6%	8.8%	-0.2%
37	CCOC(=O)C1=C(C)N=C(/N=C/N(C)C)SC1c1ccccc1 (stereo not drawn)	8.6%	7.8%	17.3%	0.8%	0.8%	20.9%	-1.6%	i
38	CC1CN(C(=O)C(c2ccccc2)c2ccccc2)CC(C)O1 (stereo not drawn)	11.4%	-1.7%	6.7%	0.0%	.	-2.1%	1.4%	i
39	COc1ccc(C(=O)COC(=O)C(CCSC)NC(=O)COc2ccccc2)cc1 (stereo not drawn)	4.8%	7.4%	2.2%	-2.0%	-14.4%	21.4%	4.5%	-7.8%
40	CCCn1c(N)c(C(=O)CSc2nc3ncc(Cl)cc3[nH]2)c(=O)n(C)c1=O	8.9%	-4.9%	-3.4%	8.2%	-7.0%	5.3%	-1.3%	6.3%
41	CC1(C)CC(=O)C2=C(C1)N(c1cccc(Cl)c1)C(=O)NC2(C(F)(F)F)C(F)(F)F	-14.8%	-2.5%	?	-14.3%	-7.9%	.	-11.5%	-15.7%
42	COC(=O)Nc1sc2c(c1C(N)=O)CCC(C)C2 (stereo not drawn)	0.0%	2.4%	-5.7%	1.3%	4.8%	-0.9%	2.0%	i
43	CCOC(=O)N1CCN(S(=O)(=O)N2CCCC(C(=O)NCc3ccc(C)cc3)C2)CC1 (stereo not drawn)	17.6%	6.5%	12.5%	-12.0%	5.0%	3.4%	3.1%	i
44	NC(=O)C1CCN(C(=O)Nc2csc3ccccc23)CC1	11.0%	-5.8%	15.6%	7.2%	-3.0%	-24.0%	?	i
45	CC1Cc2ccccc2N1S(=O)(=O)c1cccc(C(=O)OCC(=O)NC2CCS(=O)(=O)C2)c1 (stereo not drawn)	-15.1%	1.8%	-13.3%	1.6%	3.3%	21.1%	0.0%	-21.6%[57.5 µM]
46	CCC1(CC)Cc2ccccc2C2=C(C(=O)N3CCCCC3)C(=O)C(=O)N21	-2.9%	10.1%	-23.9%	-16.7%	-10.8%	-31.4%	-17.7%	-17.9%
47	Cc1cccc(C(=O)Nc2ccccc2SCC2CSc3nc4ccccc4c(=O)n32)c1 (stereo not drawn)	0.0%	-2.4%	-8.4%	8.7%	4.9%	18.4%	5.1%	i
48	COc1cccc(C2/C(=C(\O)c3ccc4c(c3)OCCO4)C(=O)C(=O)N2CC2CCCO2)c1 (stereo not drawn)	-26.9%	12.5%	3.5%	4.6%	1.1%	18.0%	-11.2%	i
49	Cc1ccccc1-n1c(Cn2c(=O)sc3ccccc32)nnc1SCC(=O)NCC1CCCO1 (stereo not drawn)	3.7%	-7.2%	2.7%	4.0%	-0.7%	2.8%	-0.4%	i

Not all compounds are listed, so the mix of outcomes need not match the whole.
